NPSR antagonist: qHTS Assay for Antagonists of the Neuropeptide S Receptor: cAMP Signal Transduction | Q6W5P4 | CHO-NPSR cells, cAMP TR-FRET, antagonist mode | Potency, µM (top dose mostly 38.3 µM), without a hit: at the top dose activity change, negative = inhibition, actives largely listed as inhibitors | hit rate 1% among 220,000 | AID 1461, 2008; note: potency is the fitted concentration of half-maximal effect; % is set by controls: 0 for no effect and ±100 for the full control effect; nearly all actives have a fitted effect of over 50% in size; many of its hits are not listed in these tables
Target sequence (Q6W5P4 whole entry, looked up): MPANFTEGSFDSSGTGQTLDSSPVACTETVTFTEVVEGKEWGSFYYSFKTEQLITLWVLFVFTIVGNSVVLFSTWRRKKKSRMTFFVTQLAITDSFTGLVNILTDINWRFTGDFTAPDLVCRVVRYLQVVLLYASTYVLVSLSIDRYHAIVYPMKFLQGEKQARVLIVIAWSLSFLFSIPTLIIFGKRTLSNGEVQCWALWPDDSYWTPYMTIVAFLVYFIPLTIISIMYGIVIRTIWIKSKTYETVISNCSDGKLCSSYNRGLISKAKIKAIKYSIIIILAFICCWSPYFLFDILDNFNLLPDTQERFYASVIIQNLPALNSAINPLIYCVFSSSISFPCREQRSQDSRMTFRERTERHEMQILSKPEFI
Luc counter: Counterscreen for Luciferase (Kinase-Glo TM) Inhibition. Luciferin 4-monooxygenase (Photuris pensylvanica), Q27757. Kinase-Glo luciferase, ATP luminescence, 8 min. Potency, µM (series often up to 38.3 µM), inactives show at the highest dose activity change, negative = inhibition, usual class: inhibitors. hit rate 0.28% among 200,000. AID 1379, 2008; note: potency is the fitted concentration of half-maximal effect; % is set by controls: 0 for no effect and ±100 for the full control effect; nearly all actives have a fitted effect of over 60% in size
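Substrate mix (final 50 mM imidazole pH 7.2, 50 mM KCl, 7 mM MgCl2, 10 uM ATP, 0.01% Tween 20, 0.05% BSA) plus pin-tool compound, then Kinase-Glo detection mix; 8 min ambient, luminescence read.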
CBFb RUNX1 block: qHTS Assay for Compounds Blocking the Interaction Between CBF-beta and RUNX1 for the Treatment of Acute Myeloid Leukemia | Runt-related transcription factor 1 (Homo sapiens) + Core-binding factor subunit beta … | AlphaScreen CBFb-His/RUNX1-biotin binding, biochemical | Potency, µM (titrated, usually from 59.8 µM), without a hit: at the highest dose activity, negative = inhibition, hits mostly inhibitors | 230,000 tested, under 10 active | AID 1477, 2009; note: % of control where 0% means no effect
Target sequence (Q01196 whole entry, looked up): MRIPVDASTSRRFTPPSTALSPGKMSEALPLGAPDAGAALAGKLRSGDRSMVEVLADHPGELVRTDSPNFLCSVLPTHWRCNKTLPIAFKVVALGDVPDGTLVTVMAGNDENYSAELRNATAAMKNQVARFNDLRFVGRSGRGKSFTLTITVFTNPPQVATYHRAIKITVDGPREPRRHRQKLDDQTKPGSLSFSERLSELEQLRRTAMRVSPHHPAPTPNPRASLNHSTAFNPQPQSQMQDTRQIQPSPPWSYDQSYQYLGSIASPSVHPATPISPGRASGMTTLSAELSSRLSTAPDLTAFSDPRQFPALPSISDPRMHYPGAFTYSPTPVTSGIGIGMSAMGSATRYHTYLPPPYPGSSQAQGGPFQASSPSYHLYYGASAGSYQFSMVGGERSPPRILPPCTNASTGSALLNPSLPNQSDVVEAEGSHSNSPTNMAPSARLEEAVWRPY
Target sequence (Q13951 whole entry, looked up): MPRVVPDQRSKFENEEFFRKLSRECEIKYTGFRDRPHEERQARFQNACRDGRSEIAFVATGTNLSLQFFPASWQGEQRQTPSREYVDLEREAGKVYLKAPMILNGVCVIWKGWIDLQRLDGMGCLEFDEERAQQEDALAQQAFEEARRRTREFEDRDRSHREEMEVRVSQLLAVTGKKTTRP
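Interaction loss through any mechanism counts as activity. Pre-formed complex of His-CBF-beta and biotin-RUNX1 (30 nM apiece) is incubated with compound 15 min, then with 50 ng nickel and 50 ng streptavidin beads for 90 min before AlphaScreen detection.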
Epigenetic reg: Quantitative High-Throughput Screen for Regulators of Epigenetic Control | murine LDR cells, GFP reporter derepression, 30 h | Potency, µM (series often up to 53.9 µM), inactives show at the top dose GFP activation, actives largely listed as activators | hit rate 0.2% among 280,000; note: potency is the fitted concentration of half-maximal effect; % of control where 0% means no effect; nearly all actives have a fitted effect of over 60% in size
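GFP-positive cell count by laser-scanning cytometry (objects 20–120 um) after 30 h, 37 C compound exposure of murine LDR cells; reporter is CMV-GFP integrated at a silenced locus, inducible by HDAC or DNMT inhibitors.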
HTT aggregate: qHTS Multiplex Assay to Identify Dual Action Probes in a Cell Model of Huntington: Aggregate Formation (GFP). Potency, µM (titrated, usually from 46.1 µM), without a hit: top-dose activity change, negative = inhibition, hits mostly inhibitors. hit rate 1.1% among 220,000. PC12 HttQ103-GFP aggregates, Acumen cytometry, 40 h. AID 1688, 2009; note: potency is the fitted concentration of half-maximal effect; % is set by controls: 0 for no effect and ±100 for the full control effect; nearly all actives have a fitted effect of over 60% in size
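Huntingtin Q103 exon 1–GFP aggregates in induced PC12 cells (100 nM tebufenozide) were quantified by cytometry from lysates, with compounds dosed in titration.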
IMPase Li inh: qHTS Assay for Identifying the Cell-Membrane Permeable IMPase Inhibitors: Potentiation with Lithium. CHO-M1 cells, IP1 TR-FRET (IP-One), carbachol + lithium. Potency, µM (series often up to 59.4 µM), for inactives: at the top dose activity, negative = IMPase inhibition, most hits filed as inhibitors. hit rate 0.35% among 210,000. AID 1457, 2008;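 note: IP1 builds up when IMPase is blocked and the TR-FRET signal falls; potency is the fitted concentration of half-maximal effect; plate controls were basal vehicle for no effect and high inhibitor control for full effect; nearly all actives have a fitted effect of over 50% in size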
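Readout is a homogeneous TR-FRET IP1 immunoassay (Ex 320, Em 665 and 620), where raised cytosolic IP1 lowers signal. Cells were CHO-M1 treated 30 min at 37C with test compounds plus a little lithium; AC50 values came from Hill-equation fitting.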
L3MBTL1 block: qHTS Assay for the Inhibitors of L3MBTL1 | AlphaScreen L3MBTL1–H3K9me1 peptide binding | Potency, µM (top dose mostly 57.1 µM), without a hit: at the highest dose activity, negative = inhibition, most hits filed as inhibitors | hit rate 0.66% among 230,000; note: potency is the fitted concentration of half-maximal effect; % is set by controls: 0 for no effect and ±100 for the full control effect; nearly all actives have a fitted effect of over 60% in size
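AlphaScreen assay: L3MBTL1 (50 nM final) was preincubated 30 min at room temperature with biotinylated H3(1-15)K9me1 peptide (75 nM final), then 30 min with library compounds; streptavidin donor and nickel chelate acceptor beads (10 ug/mL final) added, 30 min dark.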
The depositor's hits bear a star; ? = inconclusive; · = not tested or not shown; [ ] = remark or other dose. Calls come from the whole dose curve; as a rule, active = well fitted curve in the direction sought with a large enough effect; inconclusive = small, poorly fitted or top-dose-only effect, or another doubt; inactive = no such curve, though single readings can be large; an effect the other way counts as inactive or inconclusive.

| SMILES | HTT aggregate | CBFb RUNX1 block | NPSR antagonist | Epigenetic reg | L3MBTL1 block | Luc counter | IMPase Li inh |
| --- | --- | --- | --- | --- | --- | --- | --- |
| c1ccc(N2CCN(c3ncnc4sc5c(c34)CCC5)CC2)cc1 | 11µM* | -12% | ? | 3.1% | -8% | 11% | 12%[38.3 µM] |
| COC(=O)c1c(NC(=O)CN2CCN(c3ccccc3OC)CC2)c2cc(C)ccc2n1C | 6% | 2% | 1%[46.1 µM] | 0.2% | -1% | 14% | -1%[38.3 µM] |
| NC(=S)N/N=C1\CCOc2ccc(F)cc21 | 9%[9.22 µM] | 13% | 32% | 1.6% | 35%[activator] | · | · |
| C=CCN1c2ccccc2[C@]23C[C@@H](C(=O)OC)N(S(=O)(=O)c4ccc([N+](=O)[O-])cc4)C2=NC(C(=O)OC)=C(C(=O)OC)[C@H]13 | · | -3%[13.1 µM] | · | · | · | -2%[7.66 µM] | 9% |
| CCOc1ccc2nc(N=NC3=C(O)CC(C)(C)CC3=O)sc2c1 | -12% | · | -28% | ? | · | -11% | 6% |
| Cc1cc(NC(=O)CCCC(=O)OCC(F)(F)C(F)F)cc(C)c1C(=O)O | -1% | 6% | 0%[46.1 µM] | 0.8% | 2% | 0% | -5%[38.3 µM] |
| COCc1nnc(NC(=O)CCSc2ccccc2)s1 | 9% | 10% | 0%[46.1 µM] | 0.0% | · | -2% | -4%[38.3 µM] |
| COc1ccc(-c2cc(C(F)(F)F)nc(NCc3cccs3)n2)cc1 | 12% | ? | -24% | 0.0% | 51%[activator] | 0% | 16% |
| N#Cc1sc2nc(-c3ccccc3)cc(C(F)(F)F)c2c1N | 9% | 1% | -1% | ? | · | 0% | -13% |
| C=CCn1c(CCNC(=O)c2cccs2)n[nH]c1=S | 2% | 2% | -1% | -2.0% | 2% | 0% | -1% |

Compound profiles (already shown). Order of values: HTT aggregate | CBFb RUNX1 block | NPSR antagonist | Epigenetic reg | L3MBTL1 block | Luc counter | IMPase Li inh
C=CCn1c(CCNC(=O)c2cccs2)n[nH]c1=S is listed as 2% | 2% | -1% | -2.0% | 2% | 0% | -1%
CCOc1ccc2nc(N=NC3=C(O)CC(C)(C)CC3=O)sc2c1 is listed as -12% | · | -28% | ? | · | -11% | 6%

(listing goes on)
| SMILES | HTT aggregate | CBFb RUNX1 block | NPSR antagonist | Epigenetic reg | L3MBTL1 block | Luc counter | IMPase Li inh |
| --- | --- | --- | --- | --- | --- | --- | --- |
| CCN1C(=O)CC(C(=O)Nc2ccc(F)cc2)SC1=Nc1cccc(OC)c1 (stereo unspecified) | -30% | 8% | -21%[46.1 µM] | 1.9% | -3% | -1% | 6%[38.3 µM] |
| CC1CCc2nn(CC(=O)N3CCc4ccccc43)cc2C1 (stereo unspecified) | 0% | 0% | -5%[46.1 µM] | -1.2% | · | 0% | -4%[38.3 µM] |
| O=C(CN1C(=O)c2ccccc2S1(=O)=O)N1CCN(c2ccccc2)CC1 | -11% | -3% | 2%[46.1 µM] | 0.0% | 2% | 4% | 16%[38.3 µM] |
| COc1ccc(/C=C(\NC(=O)c2ccccc2)C(=O)OCC2CCCN3CCCCC23)cc1OC (stereo unspecified) | 1% | 1% | 9% | 5.9% | · | -2% | 14% |
| O=C(NC1CCCCC1)c1noc2c1CCCCC2 | -7% | 10% | 3%[46.1 µM] | 0.0% | 4% | -5% | 11% |
| O=C(NCC(=O)N(CCN1CCOCC1)C(C(=O)NC1CCCC1)c1cccnc1)c1cccs1 (stereo unspecified) | -13% | 6% | 4% | 0.1% | 3% | 4% | -6% |
| Cc1nnc(NC(=O)Cc2ccc(OCc3c(C)noc3C)cc2)s1 | 14% | 1% | -6%[46.1 µM] | -4.2% | -4% | 0% | 10%[38.3 µM] |
| Cn1c(SCC(=O)NCCc2ccccc2)nnc1-c1ccco1 | 4% | 1% | -5%[46.1 µM] | -1.1% | -2% | -2% | -10%[38.3 µM] |
| Cc1cc(NCCCO)n2c(nc3ccccc32)c1C#N | -3% | 7% | -5% | 0.1% | 3% | 17% | 1% |
| COc1ccc(-c2cnn(-c3ccccc3)c2N)cc1OC | -2% | -5% | -20%[46.1 µM] | -0.7% | -7% | 7% | -15%[38.3 µM] |
| CCCCC12CN3CCN(CC(C3)/C1=N\NC(=O)Nc1ccccc1)C2 | 25% | -3% | 5% | -1.0% | 4% | 0% | 1% |
| Cc1c(NC(=O)c2ccccc2N(C)S(=O)(=O)c2ccccc2)c(=O)n(-c2ccccc2)n1C | 12% | 4% | -15%[46.1 µM] | -0.8% | · | -7% | 1%[38.3 µM] |
| O=c1c2cnn(-c3ccc(F)cc3)c2ncn1Cc1ccccn1 | -28% | 1% | 10%[46.1 µM] | 0.7% | -1% | 0% | -4%[38.3 µM] |
| Clc1cnccn1 | · | 8%[21.7 µM] | · | -0.3%[16.9 µM] | · | -2%[17.1 µM] | 0% |
| Cc1c(N)cc(N)cc1C(=O)O | -25%[9.22 µM] | ? | 6% | 1.6% | · | · | · |
| Cc1nc(NCC2CCCO2)c2oc3ccccc3c2n1 (stereo unspecified) | -8%[9.22 µM] | 0% | -4%[46.1 µM] | -7.6% | · | -1% | -14%[38.3 µM] |
| COc1ccc(C2=Nn3c(nnc3-c3ccncc3)SC2)cc1OC | 20% | 2% | -17%[46.1 µM] | 0.1% | · | -2% | 53%[activator][38.3 µM] |
| CCC(C)Nc1c2c(nc3c(-c4ccccc4)c(C)nn13)CCC2 (stereo unspecified) | ? | ? | ? | -0.1% | 25% | -2% | 17%[38.3 µM] |
| CSc1ncnc2c1ncn2C1OC(CO)C(O)C1O (stereo unspecified) | · | · | · | 2.9% | · | 0% | -5% |
| CC(C)Oc1ccc(C(=O)NCc2cccs2)cc1 | -5% | 0% | -8%[46.1 µM] | -0.9% | · | -2% | 21%[38.3 µM] |
| COc1ccc(-n2c(C)cc(C(=O)COC(=O)Cc3n[nH]c(=O)c4ccccc34)c2C)cc1 | 6% | -24% | 1% | -1.9% | -1% | 0% | 13% |
| CC1=NN(c2ccc(C)cc2)C(=O)/C1=C\c1ccc(Br)s1 | -5% | -18% | 13% | 3.8% | ? | -3% | -7% |
| CNCc1ccccc1Sc1cccc2ccccc12 | 1% | 20% | 12% | 2.2% | -14% | -4% | 7% |
| O=C(c1cccs1)N(C(=O)c1cccs1)c1ccccn1 | 5% | -10% | -2%[46.1 µM] | -2.6% | 5% | -10% | 0%[38.3 µM] |
| COc1ccc(-c2ccc(CNCCCN3CCOCC3)o2)cc1Cl | · | -2% | 7% | 3.2% | -3% | -3% | 12% |
| COc1ccc(CCn2c(-c3ccccc3)nc3c(c(=O)c4ccccc4n3C)c2=O)cc1 | 22% | 4% | ? | 0.0% | 2% | 3% | ? |
| CC(=O)c1ccc2c(c1)OCCOCCOc1ccccc1OCCOCCO2 | -23%[9.22 µM] | 5% | 2% | 0.4% | 6% | · | · |
| CC(=O)N1CCc2ccccc2C1CC(=O)O (stereo unspecified) | 6% | -5% | 11% | 2.3% | -1%[11.4 µM] | 0% | 4% |
| CCCC1(C(=O)OC)NC(c2cc(OC)c(OC)c(OC)c2)C2C(=O)N(CC)C(=O)C21 (stereo unspecified) | -19% | 14% | -11%[46.1 µM] | 1.2% | -3% | -3% | 12% |
| C=CCn1c(Sc2ccccc2)nc2c1c(=O)[nH]c(=O)n2C | -12% | 3% | 7%[46.1 µM] | 1.2% | -2% | -1% | 1% |
| CCc1ccc(/C=N/N2CCN(c3ccccn3)CC2)cc1 | 8%[9.22 µM] | -9% | 11% | 0.1% | -20% | · | · |
| O=C1NC(=O)c2cc(NC(=O)C3CCCO3)ccc21 (stereo unspecified) | -8% | 0% | -5%[46.1 µM] | 2.9% | · | -1% | -3%[38.3 µM] |
| Cc1cc(SCC(=O)N/N=C/c2ccco2)nc2ccccc12 | 7%[9.22 µM] | 5% | 12% | -0.1% | -8% | -1% | -6% |
| CCC(=O)Nc1cccc(NC(=S)NC(=O)c2cccc(C)c2)c1 | 0% | -26% | 3% | -1.0% | -2% | 1% | -4% |
| COc1ccc(C(NC(=O)c2ccc(=O)[nH]c2)C(=O)Nc2ccc(C(C)C)cc2)cc1 (stereo unspecified) | -28% | 10% | -13% | 1.1% | · | · | -16% |
| CS(=O)(=O)c1ccc(C(O)C(CO)NC(=O)C(Cl)Cl)cc1 (stereo unspecified) | · | 3% | · | 0.8% | · | -4% | 12% |
| C=CCNC(=O)CC(=O)N/N=C/c1ccc(C(=O)OC)cc1 | 5% | 0% | 1%[46.1 µM] | 3.5% | 1% | 2% | 15%[38.3 µM] |
| Cn1c(NC(=O)C[n+]2cc(-c3ccc(Cl)c(Cl)c3)n3c2CCC3)cc(=O)n(C)c1=O | 8% | 1% | 11% | -1.3% | 15% | -2% | 9% |
| O=C(O)Cn1nnn(-c2ccccc2)c1=S | 7% | 2% | -3%[46.1 µM] | -0.7% | · | 2% | -13%[38.3 µM] |
| Cc1cc(C)c2c(=O)c3c(oc2c1)C(=O)N(CCO)C3c1cccc(O)c1 (stereo unspecified) | -9% | 4% | -4%[46.1 µM] | -2.8% | · | 0% | -1%[38.3 µM] |
| N#CC(C(=O)NC1CCCCC1)=C1CCCCCC1 | 26% | 10% | -3% | -2.0% | 1% | 1% | -2% |
| CC(NC(=O)Cn1cnc2c1c(=O)n(C)c(=O)n2C)c1ccccc1 (stereo unspecified) | 3% | 0% | -7%[46.1 µM] | 1.8% | 0% | -1% | -12%[38.3 µM] |

An excerpt from above with just L3MBTL1 block, NPSR antagonist and Epigenetic reg.
smiles	L3MBTL1 block	NPSR antagonist	Epigenetic reg
O=C(O)Cn1nnn(-c2ccccc2)c1=S	·	-3%[46.1 µM]	-0.7%
Cc1cc(C)c2c(=O)c3c(oc2c1)C(=O)N(CCO)C3c1cccc(O)c1 (stereo unspecified)	·	-4%[46.1 µM]	-2.8%

Screens deposited in PubChem by National Center for Advancing Translational Sciences (NCATS).

This is a subset, so the mix of outcomes need not match the whole.
